# MCL1 BIM primary = disrupts human MCL1 binding to BIM-BH3 peptide. actives 0.68% (n = 320,000). inhibition, % at 10.9 µM. AID 2057. GST-MCL1 / FITC-Bim-BH3 fluorescence polarization;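 active = inhibition above the mean inhibition of all tested compounds plus 3 SD, set per campaign, cut at about 40% in these data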;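 note: 0% = DMSO wells and 100% = unlabeled Bim-BH3 peptide control; higher means more loss of mP so more displacement of Bim peptide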
# VLA-4 inh = inhibition in a human VLA-4 binding assay; P13612; VLA-4 expressing cells, ligand binding flow cytometry; inhibition, % (about 7 µM as worked out from the volumes in the protocol); actives 0.2% (n = 330,000); AID 2557; in the data active = inhibition above about 50%
# Target sequence (P13612 whole entry, looked up): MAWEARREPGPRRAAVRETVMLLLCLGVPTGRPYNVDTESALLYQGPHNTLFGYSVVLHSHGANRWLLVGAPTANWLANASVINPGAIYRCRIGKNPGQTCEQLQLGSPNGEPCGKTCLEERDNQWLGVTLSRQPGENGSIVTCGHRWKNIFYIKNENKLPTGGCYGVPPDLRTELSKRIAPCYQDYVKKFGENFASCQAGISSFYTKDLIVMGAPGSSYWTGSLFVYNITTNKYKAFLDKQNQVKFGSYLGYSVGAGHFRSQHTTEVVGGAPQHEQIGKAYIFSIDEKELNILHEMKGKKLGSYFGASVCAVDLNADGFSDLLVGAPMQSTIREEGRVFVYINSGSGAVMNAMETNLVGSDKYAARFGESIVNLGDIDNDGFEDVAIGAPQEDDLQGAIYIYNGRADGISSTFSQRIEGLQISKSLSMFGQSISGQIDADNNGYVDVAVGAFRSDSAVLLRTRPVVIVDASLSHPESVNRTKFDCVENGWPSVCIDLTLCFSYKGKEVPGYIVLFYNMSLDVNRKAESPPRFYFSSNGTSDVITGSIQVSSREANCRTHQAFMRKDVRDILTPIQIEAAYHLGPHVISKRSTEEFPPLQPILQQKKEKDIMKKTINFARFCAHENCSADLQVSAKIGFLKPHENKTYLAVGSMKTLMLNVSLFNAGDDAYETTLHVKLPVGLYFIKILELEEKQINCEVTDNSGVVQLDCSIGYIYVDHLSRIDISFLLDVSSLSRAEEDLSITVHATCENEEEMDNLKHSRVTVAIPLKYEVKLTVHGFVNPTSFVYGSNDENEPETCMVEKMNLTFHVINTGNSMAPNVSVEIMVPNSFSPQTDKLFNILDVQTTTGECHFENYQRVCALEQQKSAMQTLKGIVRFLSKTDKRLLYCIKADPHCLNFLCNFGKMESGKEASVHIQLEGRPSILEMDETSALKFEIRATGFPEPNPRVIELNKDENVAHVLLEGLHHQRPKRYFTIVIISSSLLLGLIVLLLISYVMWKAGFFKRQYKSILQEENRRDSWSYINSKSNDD
# CIT2 TOR yeast = alters CIT2-GFP fluorescence in TOR pathway yeast screen; S. cerevisiae CIT2-GFP strain, flow cytometry, 3 h; 100 means same as DMSO wells; GFP response vs DMSO, % at 10 µM; actives 0.065% (n = 320,000); AID 2029;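 active = GFP response relative to DMSO above a set limit, near the screen mean plus 3 SD, cut at about 150% in these data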;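 note: ratio of well median GFP fluorescence to mean of DMSO wells on the plate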
# AGP1-GFP MLPCN = yeast TOR pathway AGP1-GFP modulation. S. cerevisiae AGP1-GFP multiplex flow cytometry, 3 h; GFP as percent of DMSO wells. AID 2066. GFP response vs DMSO, % at 10 µM. actives 0.02% (n = 320,000);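 active = GFP response relative to DMSO above a set limit, near screen average plus 3 SD, cut at about 150% in these data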;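 note: median GFP channel fluorescence of the gated AGP1 strain per well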
# Bcl-xL primary = Bcl-xL (human) inhibition; Q07817; GST-Bcl-xL / FITC-Bim BH3 peptide fluorescence polarization; inhibition, % at 10.9 µM; actives 0.7% (n = 320,000); AID 2129;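 active = inhibition above the mean of all tested compounds plus 3 SD, cutoff set per campaign, cut at about 30% in these data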;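 note: 0% = DMSO wells and 100% = unlabeled Bim-BH3 peptide competitor; inhibitors lower millipolarization by displacing the labeled peptide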
# MEX-5 binding = C. elegans MEX-5 TCR-2 RNA binding activity | MEX-5/FITC-TCR2 RNA binding, fluorescence polarization; stronger effect = lower value | activity score (negative = inhibition of binding), % at 10 µM | actives 0.38% (n = 300,000) | AID 1832;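 active = inhibition past about -25% in most replicates, and total fluorescence under double the plate's negative control median, limit read from the data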;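 note: 0% = DMSO and -100% = 5 µM competing unlabeled TCR2 RNA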
# GLD-1 TGE inh = GLD-1-TGE RNA interaction inhibition (C. elegans); actives 0.44% (n = 320,000); purified GLD-1 + fluorescein TGE RNA, fluorescence polarization; inhibition, % at 5.96 µM;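 active = percent inhibition above a per-plate cutoff, the plate mean of test compounds plus 3 SD, cut at about 30% in these data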;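 note: 0% = DMSO wells with GLD-1 and probe and 100% = wells lacking GLD-1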
# Fam108B inh = Fam108B inhibition, counter-screen for RBBP9 inhibitors | recombinant Fam108B, FP-Rh probe fluorescence polarization | inhibition, % at 9.51 µM | actives 0.33% (n = 300,000) | AID 1947;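 active = inhibition above the screen mean inhibition plus 3 SD, computed separately per campaign, cut at about 18% in these data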;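 note: inhibitors lower polarization as less probe binds the enzyme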
# GRK2 aptamer HTS = inhibitors of human GRK2 displacing RNA aptamer; AID 488847; bead flow cytometry, FAM-aptamer displacement from GRK2; inhibition of aptamer binding, % at 10 µM; P25098; actives 0.59% (n = 330,000);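 active = inhibition of aptamer binding above 40%, roughly 3 SD of noise, on plates passing a quality check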;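 note: median bead fluorescence of bound FAM aptamer so fluorescent compounds give negative values; no value below 0 was filed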
# Active calls of the source: *; · = not tested or not shown; & = joins results of further samples; [ ] = another dose, or the depositor's remark.
SMILES,MCL1 BIM primary,VLA-4 inh,CIT2 TOR yeast,AGP1-GFP MLPCN,Bcl-xL primary,MEX-5 binding,GLD-1 TGE inh,Fam108B inh,GRK2 aptamer HTS
O=[N+]([O-])c1ccc(-c2csc(N3CCc4ccccc4C3)n2)cc1,-8.0,15.9,106.3,105.9,-5.1,0.8,-2.2,-0.2,4.0
C/C(=N\NC(=O)COc1ccccc1-c1ccccc1)c1cccnc1,3.6,-2.4,97.5,105.5,4.0,2.0,2.6,-1.6,3.0
C[C@H](Cc1ccccc1)Nc1ncnc2c1ncn2[C@@H]1O[C@H](CO)[C@@H](O)[C@H]1O,0.7,59.0*,83.9,85.3,-1.4,·,-0.7,-0.8,0.0
O=C(Cc1ccccc1)N/N=C/c1ccc([N+](=O)[O-])s1,0.8,3.0,95.9,95.9,2.0,-4.0,-5.1,-4.5,0.0
O=C(Cc1cc(=O)[nH][nH]1)N/N=C/C(Cl)=C/c1ccccc1,7.1&4.9,3.1&-1.0,105.0&114.2,109.6,9.0&8.2,2.3&-0.1,6.3&-3.8,1.2&0.7,0.0&4.0
O=C(NCCS(=O)(=O)N1CCN(c2ccccc2F)CC1)c1ccc(F)c(F)c1,0.4,4.4,103.4,123.6,1.2,-0.7,8.1,0.7,0.0
COCC(=O)NC1CCN(CC(=O)Nc2ccccc2[N+](=O)[O-])CC1,3.4,3.2,96.6,91.7,-1.5,0.9,0.0,-0.3,2.0
CS(=O)(=O)c1ccc(Sc2nc3ccccc3[nH]2)c([N+](=O)[O-])c1,-5.5,-23.6,104.4,88.0,0.4,-0.1,2.4,-1.8,0.0
Cc1ccccc1OCCC(=O)Nc1ccc(S(=O)(=O)N(C)C2CCN(C)CC2)cc1,0.7,-8.5,93.9,104.5,4.2,-0.4,3.9,-0.4,0.0
COc1ccc(C(=O)c2c3ccccc3[n+]([O-])n2Cc2ccc(C(N)=O)cc2)cc1,-1.6,-8.3,104.2,95.2,3.2,·,0.2,1.6,2.0
COc1ccc(N2CCN(C(=O)CCc3ccc(S(=O)(=O)NC(C)(C)C)cc3)CC2)cc1,5.7,0.6,94.6,95.8,2.8,0.5,-5.3,-0.2,0.0
CC(=O)Nc1sc(C)c(C)c1C(=O)OC1CCOC1=O (centres undefined),0.3,8.3,101.7,105.1,2.8,-1.6,5.7,2.8,4.0
COC(=O)c1c(C)[nH]c(C(=O)NCCc2ccc(S(N)(=O)=O)cc2)c1C,5.9,-11.8,103.8,96.8,9.9,-1.9,8.0,-5.1,0.0
COCCN1C=C(C(=O)OC)C(c2ccc3c(c2)OCO3)C(C(=O)OC)=C1,4.4,23.1,99.1,96.1,3.9,1.9,6.5,2.3,0.0
CCC(=O)N(Cc1cc2cc(OC)ccc2[nH]c1=O)c1ccc(C)cc1,0.0,2.0,106.0,97.1,-1.8,2.2,5.5,-1.3,·
COc1cccc(-c2nc(CS(=O)(=O)CC(=O)NCCCc3ccccc3)c(C)o2)c1,1.8,-2.5,103.3,105.3,2.5,-0.4,3.0,2.9,5.0
COc1ccc(C(=O)C2CCCN(C(=O)c3ccc(CSC)o3)C2)cc1F (centres undefined),14.5,2.5,102.2,95.2,5.1,1.9,8.3,-3.7,9.0
O=C(N/N=C/c1cnc2ccccc2n1)c1cccc(F)c1,3.1,9.6,104.1,101.1,6.2,-5.1,4.2,0.5,2.0
O=C(COc1ncnc2sccc12)N1CCN(S(=O)(=O)c2ccc(Cl)cc2)CC1,-8.4,14.8,103.9,101.6,-11.8,1.4,-10.1,-8.8,1.0
O=C(Nc1cccc2ccccc12)c1ccc([N+](=O)[O-])s1,19.1,-2.3,100.6,90.8,5.9,-2.5,6.6,-2.2,1.0
Cc1ccc(S(=O)(=O)N2[C@@H](c3ccccc3F)C(C(=O)O)=CC[C@H]2c2cccc(Cl)c2)cc1,6.3,-12.0,98.5,79.9,3.3,·,2.6,-4.9,1.0
COCc1ccc2oc(C(=O)O)cc2c1,-0.7,-5.1,107.0,101.8,-0.3,·,-1.9,3.0,6.0
O=C(C1=C(O)C(=O)N(CCN2CCOCC2)C1c1ccncc1)c1ccco1 (centres undefined),5.3,12.6,99.5,78.0,5.0,-5.7,11.9,-1.8,3.0
Cc1ccn2c(C(=O)N/N=C\c3ccc4c(c3)OCO4)c(C)nc2c1,5.8,25.5,100.9,108.6,4.0,-5.1,7.2,-0.7,4.0
COC(=O)c1ccc(OC(=O)c2ccccn2)cc1,-2.0,3.6,95.7,94.0,-3.7,1.6,6.0,3.5,1.0

# Other records follow.
SMILES,MCL1 BIM primary,VLA-4 inh,CIT2 TOR yeast,AGP1-GFP MLPCN,Bcl-xL primary,MEX-5 binding,GLD-1 TGE inh,Fam108B inh,GRK2 aptamer HTS
CCCCn1c(-c2ccc(OC(F)F)cc2)nc2c1c(=O)[nH]c(=O)n2CC(C)C,2.1,-13.3,104.5,100.3,0.3,-0.5,-4.5,5.7,0.0
CC(=O)Oc1cccc(N2C(=O)c3cccc4c([N+](=O)[O-])ccc(c34)C2=O)c1,23.2,-214.0,133.1,79.1,22.7,-1.9,26.7,0.0,4.0
CC(C)(C)c1ccc(OCCC(=O)Nc2cccc(S(=O)(=O)N3CCOCC3)c2)cc1,-7.7,12.1,89.7,83.2,-0.3,-1.0,1.6,-6.3,1.0
COCCN(C(=O)Cc1cccs1)C(C(=O)NCc1ccc(OC)cc1)c1ccc(C)cc1 (centres undefined),-2.0,31.3,91.2,93.2,1.0,0.1,-9.2,5.9,1.0
C/C(=N\NC(=O)c1ccc(OC2OCCOC2Oc2ccc(C(=O)N/N=C(\C)c3ccncc3)cc2)cc1)c1ccncc1 (centres undefined),-8.8,5.6,97.8,104.4,-9.3,-1.0,7.5,-5.3,50.0*
Cc1nnsc1Sc1ccccc1C(=O)O,-4.4,15.8,100.5,101.1,3.6,1.9,-5.3,2.5,7.0
Cc1ccc(NS(=O)(=O)c2cccc3nsnc23)cc1[N+](=O)[O-],-0.9,-8.8,109.6,100.9,0.6,-0.1,2.3,4.8,0.0
O=C(NCc1cccs1)c1cc(S(=O)(=O)N2CCCCC2)ccc1Cl,4.1,14.0,90.7[may fluoresce red],82.1[may fluoresce red],1.4,0.5,8.5,8.1,4.0
CN=C(C)C1=C(O)C(C(=O)OC)C(C)(C)CC1=O (centres undefined),1.7,13.3,107.3,114.1,2.8,-11.4,2.9,1.1,1.0
CCCC(=NCC(=O)O)C1=C(O)C(C(=O)OC)C(C)(C)CC1=O (centres undefined),7.2,4.3,100.0,106.0,10.2,1.5,-1.0,-0.1,0.0
Cc1ccc(C(=O)Nc2cccnc2Oc2ccc(Cl)cc2)cc1,4.0,0.6,88.9,105.6,5.0,-1.3,1.6,-0.7,0.0
O=C(NCc1ccccc1)C1CCN(S(=O)(=O)c2ccc(N3CCCC3=O)cc2)CC1,4.2,-12.2,101.7,100.7,5.1,-2.2,6.1,5.3,3.0
COc1ccc(C(=O)OCC(=O)NC2CCCC2)c(OC)c1OC,-1.6,12.8,102.1,95.3,-0.6,0.0,-2.8,1.3,1.0
CCOC(=O)N1CCN(C(=O)CN2C(=O)COc3ccc(C)cc32)CC1,0.7,5.6,97.3,105.5,0.8,1.4,-0.6,-0.7,3.0
COc1ccc(C(=O)NCc2ccc3c(c2)CCO3)cc1,4.2,15.3,80.8,95.7,-1.9,-1.5,1.6,-1.3,0.0
Cc1ccc(C)c(NC(=S)N2CCCCC2CO)c1 (centres undefined),6.1,3.4,88.6,95.9,6.1,-1.1,0.2,-5.5,2.0
CCN(CC)C(=O)c1nc[nH]c1C(=O)N1CCN(c2ccccc2)CC1,1.0,-3.0,99.8,99.7,2.8,·,1.7,·,3.0
COc1ccc(C(=O)Nc2nnc(CCc3ccccc3)s2)c(OC)c1,3.8,21.4,98.6,94.6,3.3,0.0,-3.9,-5.6,3.0
N#Cc1cccc(Cn2nnc(-c3ccccc3)n2)c1,2.0,24.4,81.1,88.7,5.5,1.3,6.6,0.0,3.0
COc1ccc(C(C)(C)C)cc1NC(=O)CCCn1c(=O)oc2ccccc21,2.4,16.8,90.8,92.6,1.2,0.8,1.7,2.0,33.0
Cc1onc(-c2c(Cl)cccc2Cl)c1C(=O)Nn1cnnc1,-11.1,-1.3,104.0,98.5,1.2,0.8,-11.5,-2.7,2.0
CO/N=C/C(C#N)=C/c1cc(C(=O)c2ccc(F)cc2)cn1C,2.0,28.1,100.3,101.3,6.4,-1.6,-0.4,-7.7,0.0
Cc1cc(=O)c(C(=O)O)cn1Nc1ccc(F)cc1,-0.3,-2.0,107.5,103.1,4.2,0.1,0.7,-1.5,0.0
COc1ccc(CN2CCN(C(=O)c3ccco3)CC2)cc1,3.9,19.4,101.8,104.1,5.8,-0.9,-2.1,0.8,3.0
Cc1ccc(SCC(=O)c2c(C)nc3ccccn23)cc1,4.9,0.0,82.2,78.0,0.1,0.5,0.3,-3.0,1.0

# Copied from the list:
# MEX-5 binding, CC(C)(C)c1ccc(OCCC(=O)Nc2cccc(S(=O)(=O)N3CCOCC3)c2)cc1 = -1.0
# Fam108B inh, Cc1ccc(SCC(=O)c2c(C)nc3ccccn23)cc1 = -3.0

# Two records picked at random from those above:
SMILES,MCL1 BIM primary,VLA-4 inh,CIT2 TOR yeast,AGP1-GFP MLPCN,Bcl-xL primary,MEX-5 binding,GLD-1 TGE inh,Fam108B inh,GRK2 aptamer HTS
Cc1nnsc1Sc1ccccc1C(=O)O,-4.4,15.8,100.5,101.1,3.6,1.9,-5.3,2.5,7.0
CC(C)(C)c1ccc(OCCC(=O)Nc2cccc(S(=O)(=O)N3CCOCC3)c2)cc1,-7.7,12.1,89.7,83.2,-0.3,-1.0,1.6,-6.3,1.0

# Additional entries follow.
SMILES,MCL1 BIM primary,VLA-4 inh,CIT2 TOR yeast,AGP1-GFP MLPCN,Bcl-xL primary,MEX-5 binding,GLD-1 TGE inh,Fam108B inh,GRK2 aptamer HTS
COc1cccc(-c2cccc(NC(=O)C3CCN(CC4CCOC4)CC3)c2)c1 (centres undefined),1.1,8.1,102.4,97.9,-1.0,-0.5,-1.2,2.0,3.0
CC/C(=N\n1nnnc1Nc1ccccc1)c1ccccc1,-8.7,-1.2,88.7,97.0,-8.8,1.6,-2.7,0.8,0.0
Cn1nnc(-c2ccc(OCc3ccccc3F)cc2)n1,-1.9,-9.4,104.9,104.6,2.9,-0.7,1.3,-3.2,0.0
Nc1c2nc(-c3ccccc3)[nH]c(=O)c2nc(=O)n1-c1ccccc1,2.1,2.1,99.0,95.2,0.9,-5.0,2.5,-6.9,4.0
O=C(Cc1c(F)cccc1Cl)Nc1ccc(S(=O)(=O)N2CCOCC2)cc1,1.9,9.7,101.9,105.4,7.2,2.5,-1.6,3.2,0.0
Cc1cc(NC(=O)NC2(C(F)(F)F)Oc3ccc(Cl)cc3O2)no1 (centres undefined),10.4,0.4,107.5,110.2,1.9,-0.5,6.6,1.0,0.0
CC(CCc1ccccc1)NC(=O)CN1CCN(c2ccc(O)cc2)CC1 (centres undefined),16.6,-4.7,110.0,103.5,24.4,2.5,10.7,-0.7,0.0
CCOC(=O)N1CCN(C(=O)c2ccc([N+](=O)[O-])cc2Cl)CC1,4.9,1.5,99.9,98.8,1.4,-1.8,9.1,1.6,0.0
N/C(=N\OC(=O)c1cccc2ccccc12)c1cccnc1,13.3,-2.3,105.7,93.6,2.0,0.4,5.6,0.1,1.0
NC(Cc1c[nH]c2ccccc12)C(=O)NCc1ccco1 (centres undefined),9.4,-1.6,100.5,97.2,4.7,1.7,-0.2,-0.8,1.0
O=C(Nc1cnc2ccccn2c1=O)c1ccc(Cl)cc1,-1.2,-2.0,89.5,96.4,-7.8,-1.1,2.5,4.1,2.0
COc1ccccc1/C=C/C(=O)OCC(=O)NCc1ccco1,3.1,7.3,102.8,105.0,4.9,-0.9,-2.2,-5.8,2.0
